APJ antag: antagonists of human apelin receptor APJ, primary screen, CHO-K1 cells, beta-arrestin complementation, luminescence | P35414 | inhibition, % at 20 µM | 330,000 tested, 0.32% active;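 active means inhibition above about 40% at 20 µM, limit read from the data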;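 further: cells challenged with 10 nM apelin-13 agonist together with compound; plate controls were apelin-13 plus DMSO wells for no effect and DMSO wells lacking apelin-13 for full effect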
Gli-Sufu block: Gli-Sufu pathway antagonists, primary screen, luciferase luminescence, Sufu-KO-LIGHT cells, uHTS; 340,000 tested, 0.74% active; AID 588413, 2011; Sufu-KO-LIGHT fibroblasts, Gli luciferase reporter luminescence; inhibition, % at 5 µM;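 active means inhibition above about 55%, limit read from the data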;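 further: 0% = DMSO-treated cells and 100% = wells with medium but no cells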
UBC13 polyUb: UBC13 polyubiquitin chain formation inhibitors, primary screen, biochemical, TR-FRET, uHTS; inhibition, % at 20 µM; 330,000 tested, 0.47% active; AID 485273, 2010; in the data active means inhibition above about 45%, passing the limit was not always enough
Target sequence (P61088 whole entry, looked up): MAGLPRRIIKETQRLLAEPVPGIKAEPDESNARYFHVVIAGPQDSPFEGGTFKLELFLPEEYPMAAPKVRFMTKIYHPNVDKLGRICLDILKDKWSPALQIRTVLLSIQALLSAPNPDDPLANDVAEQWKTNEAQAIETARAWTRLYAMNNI
EBI2 block: EBI2 receptor antagonists, beta-arrestin recruitment, primary screen, cell-based, luminescence, 7a,25-OHC stimulation, uHTS; G-protein coupled receptor 183 (Homo sapiens), P32249; 360,000 tested, 0.81% active; 7a,25-OHC stimulated; inhibition, % at 5 µM; in the data active means inhibition above about 38%;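 further: enzyme fragment complementation signal reports receptor beta-arrestin coupling in cells; 0% = agonist plus DMSO wells and 100% = wells without agonist; some results beyond the cut were filed as inactive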
Target sequence (P32249 whole entry, looked up, the tested form may be a part): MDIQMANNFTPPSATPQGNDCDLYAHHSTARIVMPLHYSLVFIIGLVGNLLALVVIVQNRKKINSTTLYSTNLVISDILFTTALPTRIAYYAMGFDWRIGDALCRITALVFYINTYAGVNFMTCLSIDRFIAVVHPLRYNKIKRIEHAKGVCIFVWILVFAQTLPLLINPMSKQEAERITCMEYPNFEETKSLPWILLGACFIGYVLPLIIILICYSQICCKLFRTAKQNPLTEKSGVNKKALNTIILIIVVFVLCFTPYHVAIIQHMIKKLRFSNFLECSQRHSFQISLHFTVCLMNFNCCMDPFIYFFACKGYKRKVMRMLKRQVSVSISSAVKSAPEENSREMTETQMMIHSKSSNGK
APJ ag: agonists of human apelin receptor APJ, primary screen, CHO-K1 cells, PathHunter beta-arrestin, luminescence | P35414 | 0% DMSO wells, 100% apelin | activation, % at 20 µM | 330,000 tested, 0.11% active;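 active means activation more than six SD over the plate average, tested at 20 µM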;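 further: 0% = DMSO alone and 100% = apelin-13 at 10 nM; some results filed as inactive read as strong as hits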
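Test system – PathHunter CHO-K1 APJ (AGTRL-1) beta-arrestin reporter cells · Input – 1000 cells/well · Compound – single test compound dose, 20 µM final, 1% DMSO · Times – compound stimulation 90 min at 25 °C, detection 60 min · Technique – beta-gal luminescence · Read-out basis – APJ–arrestin association signal · Control set – negative DMSO alone, positive Apelin-13 at 10 nM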
CXCR6 block: CXCR6 receptor inhibitors, primary screen, cell-based, beta-arrestin, luminescence, CHO-K1 PathHunter, 1536-well; 360,000 tested, 0.36% active; AID 602244, 2012; C-X-C chemokine receptor type 6 (Homo sapiens), O00574; inhibition, % at 20 µM; in the data active means inhibition above about 34%, passing the limit was not always enough;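 further: antagonist mode with CXCL16 agonist at 10 nM final; 0% = 10 nM CXCL16 with DMSO and 100% = unstimulated wells without agonist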
ATG4B inhibitor: ATG4B protease inhibitors, primary screen, biochemical, fluorescence, uHTS; Cysteine protease ATG4B (Homo sapiens), Q9Y4P1; 340,000 tested, 0.51% active; ATG4B cleavage of LC3-PLA2, NBD-HPC fluorescence, 1 h; inhibition, % at 8.33 µM; in the data active means inhibition above about 40%
Target sequence (Q9Y4P1 whole entry, looked up): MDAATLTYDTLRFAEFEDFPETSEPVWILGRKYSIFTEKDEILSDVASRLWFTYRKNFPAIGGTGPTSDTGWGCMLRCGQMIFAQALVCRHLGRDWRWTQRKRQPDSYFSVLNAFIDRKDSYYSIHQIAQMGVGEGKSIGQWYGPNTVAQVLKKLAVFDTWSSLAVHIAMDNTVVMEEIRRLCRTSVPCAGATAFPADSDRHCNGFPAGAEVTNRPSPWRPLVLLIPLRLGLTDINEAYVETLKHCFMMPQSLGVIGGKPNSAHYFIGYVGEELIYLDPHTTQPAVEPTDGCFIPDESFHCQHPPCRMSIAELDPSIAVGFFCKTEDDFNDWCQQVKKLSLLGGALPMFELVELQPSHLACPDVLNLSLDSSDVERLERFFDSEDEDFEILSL
CCR6 antag: CCR6 receptor antagonists, primary screen, cell-based, CHO-K1, luminescence, beta-arrestin, uHTS. C-C chemokine receptor type 6 (Homo sapiens), P51684. AID 493098, 2011. inhibition, % at 20 µM. 340,000 tested, 0.49% active. CHO-K1 CCR6 PathHunter beta-arrestin, CCL20-stimulated;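 active means compounds whose inhibition of the agonist-driven luminescence signal at 20 µM reaches about 50%, limit read from the data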;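 further: cells stimulated with CCL20 at 14 nM final; plate controls were DMSO with CCL20 for no effect and DMSO without agonist for full effect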
Numbers without * were called inactive; nt = not tested or not shown; & = joins results of further samples.

#	SMILES	APJ antag	Gli-Sufu block	UBC13 polyUb	EBI2 block
1	Cc1ccc(C)c(C2C(C#N)=C(N)Oc3cc(C)oc(=O)c32)c1 (centres undefined)	5	-3	10	-17
2	C=CCn1c(CNS(=O)(=O)c2ccc(Br)cc2)nnc1SC	5	-14	-2	2
3	Cc1nc(N)nc(SCc2ccc([N+](=O)[O-])cc2)c1N	6	10	7	-10
4	COc1cccc(CNC(=O)C2CCN(c3nnc(N4CCCC4=O)s3)CC2)c1	-5	-5	-8	1
5	COc1ccc(Br)c(C(=O)Nc2cccc(S(=O)(=O)N3CCOCC3)c2)c1	-23	5	-7	-12
6	O=C1c2ccccc2NC(c2ccc(Br)o2)N1O (centres undefined)	0	-44	1	6
7	CCN(CC(=O)Nc1ccccc1C(F)(F)F)C(=O)CSCc1ccc(C)cc1	16	-3	-3	0
8	CCCCOC(=O)Nc1ccc(C)c(Cl)c1	11	-53	7	-8
9	CC[C@H](C)[C@H](NC(N)=O)C(=O)Nc1ccc(NC(C)=O)cc1	10	3	3	1
10	c1ccc(NC2=NCCN2CC2CCCC2)cc1	20	-4	4	2
11	CCOc1ccc(S(=O)(=O)N/N=C2/CCCC(=O)C2)cc1	3	-5	5	-10
12	Cc1ccc(CN=C(N)Nc2nc(C)cc(C)n2)cc1	1	-2	17	6
13	NC(=O)C1CCN(C(=O)C2c3ccccc3C(=O)N3CCc4ccccc4C23)CC1 (centres undefined)	-4	1	-14	2
14	O=C(O)c1cccc2c1-c1ccc(Cl)cc1C2	nt	2	nt	9
15	O=Cc1cccn1Cc1ccc(Cl)cc1Cl	29	9	15	-2

#	APJ ag	CXCR6 block	ATG4B inhibitor	CCR6 antag
1	-4	1	-6	-5
2	10	-4	7	11
3	-4	-2	-10	-9
4	1	-8	-21	-4
5	-5	-11	-14	9
6	-5	-1	-4	3
7	1	-2	0	5
8	-2	3	7	8
9	1	3	-6	1
10	-3	13	-4	1
11	1	-2	1	-2
12	2	-3	10	0
13	-5	0	-12	18
14	nt	-8	0	-1
15	-3	3	1	1

Ordered by length of the SMILES (descending): some entries from above
#	SMILES	APJ antag	Gli-Sufu block	UBC13 polyUb	EBI2 block
4	COc1cccc(CNC(=O)C2CCN(c3nnc(N4CCCC4=O)s3)CC2)c1	-5	-5	-8	1
3	Cc1nc(N)nc(SCc2ccc([N+](=O)[O-])cc2)c1N	6	10	7	-10
2	C=CCn1c(CNS(=O)(=O)c2ccc(Br)cc2)nnc1SC	5	-14	-2	2
6	O=C1c2ccccc2NC(c2ccc(Br)o2)N1O (centres undefined)	0	-44	1	6
10	c1ccc(NC2=NCCN2CC2CCCC2)cc1	20	-4	4	2

#	APJ ag	CXCR6 block	ATG4B inhibitor	CCR6 antag
4	1	-8	-21	-4
3	-4	-2	-10	-9
2	10	-4	7	11
6	-5	-1	-4	3
10	-3	13	-4	1

Following part:
#	SMILES	APJ antag	Gli-Sufu block	UBC13 polyUb	EBI2 block
16	NS(=O)(=O)c1ccc(Nc2nc(-c3ccc(O)cc3)cs2)cc1	-17	19	6	5
17	Cc1n[nH]c(=O)nc1NCCN(C)C	-9	-6	1	-13
18	Cc1ccc(-c2cc(C(=O)OCC(=O)N(C)C3CCS(=O)(=O)C3)c3ccccc3n2)o1 (centres undefined)	23	1	2	0
19	O=C(NCc1ccncc1)c1cccc(Cn2cc(Br)cn2)c1	1	5	8	-6
20	CN(C(=O)CSc1nnn(C)n1)c1ccccc1	11	4	4	-4
21	O=C(C[n+]1ccccc1)N/N=C/c1ccc(Cl)cc1	16	-8	8	-13
22	NS(=O)(=O)c1ccc(CCNC(=O)c2cc(-c3cc(Cl)ccc3O)n[nH]2)cc1	9	1	20	6
23	CCOC(=O)C1(Cc2ccc(Cl)cc2)CCN(C2CCC2)CC1	17	21	6	-3
24	N#CCC(=O)Nc1ccc(C(=O)NCc2ccccn2)cc1	-7	0	3	-5
25	Cc1sc2ncnc(SCC(=O)N3CCCC(C(N)=O)C3)c2c1C (centres undefined)	7	-4	-3	9
26	CC(=O)Nc1ccc2c(c1)c1ccccc1n2C(C)=O	6	3	-1	3
27	COc1cc(C2=NOC(C(=O)NCc3cccs3)C2)cc(OC)c1OC (centres undefined)	-6	3	6	0
28	CCC(C)Sc1cccc(-c2nc3ccc(C)cn3c2NCc2ccccc2)c1 (centres undefined)	7	11	24	21&34
29	O=C(COC(=O)c1ccc(O)cc1)Nc1nccs1	3	-7	2	-31
30	CCc1c(C)nc(SCC(=O)N2CCN(c3ccccc3)CC2)[nH]c1=O	-9	5	-16	1

#	APJ ag	CXCR6 block	ATG4B inhibitor	CCR6 antag
16	4	-13	-18	8
17	-3	0	-2	3
18	-5	-1	-21	12
19	-4	-11	6	2
20	-6	2	-8	1
21	-2	-19	7	8
22	-1	-3	-17	12
23	-1	-7	-7	-7
24	-2	-6	2	14
25	1	-1	0	7
26	-3	-2	-11	5
27	-4	-3	-9	3
28	11	12&-1	33	15
29	-3	-6	5	-3
30	-2	-16	-11	9

(listing goes on)
#	SMILES	APJ antag	Gli-Sufu block	UBC13 polyUb	EBI2 block
31	CCCN(CCC)S(=O)(=O)c1ccc(C(=O)Nc2ccc(S(=O)(=O)Nc3nnc(CC)s3)cc2)cc1	10	13	-33	-5
32	CCC(C)[C@H](NC(=O)N1c2ccccc2NC(=O)[C@@H]1C(C)C)C(=O)N[C@@H](Cc1ccccc1)C(=O)O (some centres undefined)	-39	-2	-9	-2
33	CC1(C)N=C(c2ccccn2)C(C)(C)N1O	-21	4	5	0
34	Cc1nc(C(=O)NCCCO)cc2c1[nH]c1ccccc12	9	-3	9	2
35	COc1ccccc1Nc1nnc(SCC2CCCCO2)s1 (centres undefined)	7	-88	2	-9
36	O=c1c2cnn(-c3ccccc3)c2nc(-c2cccs2)n1-c1ccc(Br)cc1	15	2	26	23
37	CCOc1ccc(CCNC(=O)Nc2ccccc2)cc1OCC	5	-3	-1	3
38	O=c1[nH]c(CSc2nnc(-c3ccccc3)n2C2CCCCC2)nc2ccccc12	-13	-9	-17	17
39	O=C(/C=C/c1ccc(F)cc1)N1CCCc2ccccc21	2	-21	-3	-9
40	CCn1cc(C(=O)NCc2ccccn2)c(=O)c2cc(F)c(N3CCN(C)CC3)cc21	11	0	13	-15
41	COCC(O)CNc1ccccc1 (centres undefined)	9	-17	4	-4
42	CC1CN(C(=O)CCn2c(=O)oc3ccccc32)CC(C)O1 (centres undefined)	-7	5	3	0
43	O=C(NCC(=O)N(c1cccc(F)c1)C(C(=O)NC1CCCC1)c1cccnc1)c1cccs1 (centres undefined)	12	6	14	-4
44	CCN1CCCc2cc(CN(CCN3CCOCC3)C(=S)Nc3ccc(OC)c(OC)c3)ccc21	-8	1	2	1
45	Cc1cc(S(=O)(=O)N(Cc2ccccc2)Cc2ccc(N(C)C)cc2)ccc1-n1cnnn1	16	-10	15	44

#	APJ ag	CXCR6 block	ATG4B inhibitor	CCR6 antag
31	-1	0	-4	14
32	-4	1	-2	8
33	-4	-9	-8	8
34	-1	0	-16	10
35	-2	-5	1	5
36	-5	8	-17	13
37	0	-3	-3	1
38	1	3	-4	0
39	-4	3	-3	19
40	3	-5	-18	-1
41	2	-2	-7	-8
42	-4	0	-13	3
43	-3	-2	-6	5
44	-3	0	3	9
45	-2	2	-7	10

The last 5 compounds of the section above lead into the next.
#	SMILES	APJ antag	Gli-Sufu block	UBC13 polyUb	EBI2 block
41	COCC(O)CNc1ccccc1 (centres undefined)	9	-17	4	-4
42	CC1CN(C(=O)CCn2c(=O)oc3ccccc32)CC(C)O1 (centres undefined)	-7	5	3	0
43	O=C(NCC(=O)N(c1cccc(F)c1)C(C(=O)NC1CCCC1)c1cccnc1)c1cccs1 (centres undefined)	12	6	14	-4
44	CCN1CCCc2cc(CN(CCN3CCOCC3)C(=S)Nc3ccc(OC)c(OC)c3)ccc21	-8	1	2	1
45	Cc1cc(S(=O)(=O)N(Cc2ccccc2)Cc2ccc(N(C)C)cc2)ccc1-n1cnnn1	16	-10	15	44
46	Cc1nnc(SCC(=O)Nc2ccc3c(c2)OCCO3)n1CC1CCCO1 (centres undefined)	10	3	7	-5
47	Cc1ccccc1C(=O)Nc1ccnn1C1CCN(C2CCSCC2)CC1	24	14	7	-3
48	Cc1cc(SCC(=O)c2ccccc2)nc(SCC(=O)c2ccccc2)n1	3	2	3	1
49	Cn1nnnc1SC(C(=O)Nc1cccc(C(F)(F)F)c1)c1ccccc1 (centres undefined)	11	-3	-6	-4
50	COc1ccc(C(=O)N2CCc3c([nH]c4ccccc34)C2C(F)(F)F)cc1 (centres undefined)	-2	-2	5	-6
51	O=C(COC(=O)Cc1ccc(Cl)cc1Cl)Nc1ccc(OC(F)F)cc1	-7	2	10	-9
52	CCN1CC2([N+](=O)[O-])C=CC(=O)C([N+](=O)[O-])(C1)C2CC(=O)c1ccccc1 (centres undefined)	10	11	-20	0
53	O=C(O)CCc1nn2c3ccccc3nc2n(-c2ccccc2)c1=O	14	7	-1	2
54	CC(NC(=O)c1ccc(C(C)(C)C)cc1)C(c1cccs1)N1CCOCC1 (centres undefined)	-22	15	-5	1
55	Cc1ccc(Nc2nnns2)cc1C	9	2	4	4

#	APJ ag	CXCR6 block	ATG4B inhibitor	CCR6 antag
41	2	-2	-7	-8
42	-4	0	-13	3
43	-3	-2	-6	5
44	-3	0	3	9
45	-2	2	-7	10
46	-1	-20	-8	2
47	-1	11	3	10
48	6	2	-20	11
49	-1	-2	-22	5
50	2	-1	-5	6
51	-1	12	12	15
52	1	-5	10	6
53	1	-6	-5	-2
54	-4	-3	-8	9
55	-10	-7	-4	7

Screening data (PubChem BioAssay)
